# MT1-MMP txn act: activates MT1-MMP transcription; 86,000 compounds, 0.16% hits; HT1080 MT1-MMP promoter luciferase reporter, luminescence, overnight; hits give high values; activation factor at 10 µM;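 active = activation factor of at least 2 for MT1-MMP transcription at 10 µM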
# ERa SRC1 inh: blocks coactivator binding to human estrogen receptor alpha. P03372. TR-FRET ER-alpha LBD / SRC-1 peptide, estradiol-bound. inhibition, % at 25.6 µM. 86,000 compounds, 1.7% hits. AID 629; in the data active = inhibition above about 50%;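 also: 0% = receptor plus peptide control and 100% = peptide only without receptor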
# ERb coact inh: blocks coactivator binding to human estrogen receptor beta; TR-FRET ER-beta LBD / SRC1-Cy5 peptide binding; receptor agonist-loaded with 1 µM estradiol; Q92731; 86,000 compounds, 1.3% hits; AID 633; inhibition, % at 25.6 µM;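 active = compounds whose percent inhibition of the receptor-coactivator binding signal exceeds about 50% in the single-dose screen, limit read from the data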;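 also: 0% = receptor plus peptide wells without compound and 100% = peptide-only wells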
# Target sequence (Q92731 whole entry, looked up, the tested form may be a part): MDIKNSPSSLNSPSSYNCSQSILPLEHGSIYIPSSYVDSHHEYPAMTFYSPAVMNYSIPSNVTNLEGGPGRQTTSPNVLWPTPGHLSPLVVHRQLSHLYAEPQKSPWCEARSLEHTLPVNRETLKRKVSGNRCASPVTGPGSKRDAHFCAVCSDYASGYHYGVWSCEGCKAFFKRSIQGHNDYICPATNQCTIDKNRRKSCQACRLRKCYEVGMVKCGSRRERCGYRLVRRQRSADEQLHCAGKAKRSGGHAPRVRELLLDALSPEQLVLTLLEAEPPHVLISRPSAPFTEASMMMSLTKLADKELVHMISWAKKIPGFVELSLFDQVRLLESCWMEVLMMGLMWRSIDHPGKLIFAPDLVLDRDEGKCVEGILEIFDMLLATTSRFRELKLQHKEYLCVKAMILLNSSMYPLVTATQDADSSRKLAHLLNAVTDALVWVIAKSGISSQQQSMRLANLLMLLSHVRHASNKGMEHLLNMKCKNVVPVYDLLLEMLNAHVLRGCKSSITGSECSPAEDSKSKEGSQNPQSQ
# PLAP activator: activators of human placental alkaline phosphatase | P05187 | purified PLAP enzyme, luminescent substrate read-out; hits give high values | activation fold at 20 µM | 96,000 compounds, 1.2% hits | AID 696; in the data active = activation fold above about 2
# ERa coact pot: ER-alpha (human) coactivator binding potentiation. TR-FRET ERalpha-LBD/SRC-Cy5 coactivator binding, 2 h; 100 = basal binding, no effect. 86,000 compounds, 1.3% hits. AID 639. coactivator binding (% of control), % at 25.6 µM; in the data active = activity above about 200%;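 also: binding measured in presence of low estradiol as agonist stimulus; 0% = peptide alone without receptor and 100% = receptor with peptide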
# CD11b adhes enh: increases human CD11b/CD18 adhesion to fibrinogen | activation, % at 10 µM | P05107+P11215 | K562 CD11b/CD18 adhesion to fibrinogen, ATPlite luminescence | 93,000 compounds, 0.07% hits;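 active = 10 µM primary screen giving 50% or more activity, confirmed by 40% or more on retest at that dose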; also: strong numbers were not always called active; reference of the scale not given here
# Ecoli WT expand: growth inhibitors of E. coli BW25113 wild type. growth inhibition, % at 100 µM. 98,000 compounds, 0.15% hits. OD600 absorbance;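 active = growth inhibition above about 50% at one test dose, limit read from the data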;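 also: growth measured after 20 h incubation at 37 °C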
# FAK inh: FAK (human) kinase inhibition; Q05397; biochemical FAK kinase activity assay; inhibition, %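 (tested at 7 µM)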; 97,000 compounds, 0.84% hits; AID 727; in the data active = inhibition above about 19%;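 also: 0% = DMSO and 100% = reference compound high control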
# CD11b adhes inh: inhibitors of human CD11b/CD18 binding to fibrinogen | AID 1497 | 93,000 compounds, 0.54% hits | inhibition, % at 10 µM | K562 CD11b/CD18 adhesion to fibrinogen, ATPlite luminescence; Mn2+ added to activate the integrin;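 active = primary inhibition of 50% or more at 10 µM, then 40% or more on retest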; also: some results filed as inactive read as strong as hits
# Active calls of the source: *; . = no result given; [ ] = another dose, or the depositor's remark.
SMILES	MT1-MMP txn act	ERa SRC1 inh	ERb coact inh	PLAP activator	ERa coact pot	CD11b adhes enh	Ecoli WT expand	FAK inh	CD11b adhes inh
CS(C)(=O)=NS(=O)(=O)c1ccc(Cl)cc1	1.1	-1	5	0.8	127	-3	2	-3	-2
O=S(=O)(Nc1ncccn1)c1ccc(Nc2ncnc3ccccc23)cc1	1.2	-27	-9	0.9	102	-1	4	0	-27
Cc1noc(C)c1S(=O)(=O)N1CCC(C(=O)NCCc2ccc(S(N)(=O)=O)cc2)CC1	1.1	-6	14	1	109	-3	5	-2	-4
CCOC(=O)C1=C(C)N=c2s/c(=C\c3ccc(OC(C)=O)c(OCC)c3)c(=O)n2C1/C=C/c1ccccc1 (stereo unspecified)	.	.	.	1	.	7	-16	1	5
CN1C(=O)CC(N2CCC(C(N)=O)(N3CCCCC3)CC2)C1=O (stereo unspecified)	1.2	-5[fluorescence artefact?]	-4	0.8	111	2	-6	-3	-22
O=C(N=C1SCC(=O)N1c1ccccc1)c1ccco1	.	.	.	1.2	.	-3	-1	3	-4
O=[n+]1c2c(n([O-])c3ccccc31)CCC2	1.2	2	23	1	77	0	7	0	-1
Nc1nnc(SCCN2C(=O)c3ccccc3S2(=O)=O)s1	1	-23	-20[fluorescence artefact?]	0.7	106	9	-7	1	5
Cc1cc(=O)n2[nH]c(C(=O)O)nc2n1	.	.	.	1.1	.	-1	3	3	-9
O=C(CSc1nnnn1-c1ccc(F)cc1)NC1CCCCC1	1	-9	-2[fluorescence artefact?]	0.9	102	0	10	1	7
C/C=C/c1ccc(OCCCCN2C(=O)NC(C)(C)C2=O)c(OC)c1	1.2	-22	-6	1.5	100	-6	2	-1	-15
COC(=O)CC1=NC(=O)CS1	1.2	-6	1[fluorescence artefact?]	0.7	111	5	-3	.	-6
CC12CCC(C(=O)N(NC(=O)c3cc(Cl)ccc3O)C1=O)C2(C)C (stereo unspecified)	.	.	.	0.9	.	-4	2	0	-6
CC(C)Sc1nc(NCc2ccco2)c2c3c(sc2n1)COC(C)(C)C3	1.5	15	16	1.7	85	-1	3	.	5
Cc1ccc(NC2=NC(c3ccco3)n3c(nc(C)cc3=O)N2)c(C)c1 (stereo unspecified)	1.1	18[fluorescence artefact?]	31[fluorescence artefact?]	1.7	88	0	.	.	-12
Cc1cc(C)n2nc(C(=O)OCCOc3ccc(F)cc3)nc2n1	1	5	-2	1.1	110	-1	8	-1	4
CCOc1ccccc1C1CC(=O)NC(SCC)=C1C#N (stereo unspecified)	1.2	0	-6	1.2	94	-4	9	-2	8
CCCN(CCC)S(=O)(=O)c1ccc(C(=O)N2CCCc3ccccc32)cc1	1	0	-4	1.6	110	-2	-10	0	-8
CCOCCCNS(=O)(=O)c1ccc2c(c1)OCCO2	1.4	-6	-5	1.1	118[fluorescence artefact?]	0	1	3	1
CCCOc1ccc(C(=O)N2CCN(c3ccc(N)cc3Cl)CC2)cc1	1.2	-21[fluorescence artefact?]	1	1.1	121	1	1	3	-4

# Single records, as listed above:
# `CC(C)Sc1nc(NCc2ccco2)c2c3c(sc2n1)COC(C)(C)C3` is listed as MT1-MMP txn act = 1.5; ERa SRC1 inh = 15; ERb coact inh = 16; PLAP activator = 1.7; ERa coact pot = 85; CD11b adhes enh = -1; Ecoli WT expand = 3; FAK inh = .; CD11b adhes inh = 5
# `Nc1nnc(SCCN2C(=O)c3ccccc3S2(=O)=O)s1` is listed as MT1-MMP txn act = 1; ERa SRC1 inh = -23; ERb coact inh = -20[fluorescence artefact?]; PLAP activator = 0.7; ERa coact pot = 106; CD11b adhes enh = 9; Ecoli WT expand = -7; FAK inh = 1; CD11b adhes inh = 5
# `CCCOc1ccc(C(=O)N2CCN(c3ccc(N)cc3Cl)CC2)cc1` is listed as MT1-MMP txn act = 1.2; ERa SRC1 inh = -21[fluorescence artefact?]; ERb coact inh = 1; PLAP activator = 1.1; ERa coact pot = 121; CD11b adhes enh = 1; Ecoli WT expand = 1; FAK inh = 3; CD11b adhes inh = -4

# The listing picks up with the 4 entries that preceded the break.
SMILES	MT1-MMP txn act	ERa SRC1 inh	ERb coact inh	PLAP activator	ERa coact pot	CD11b adhes enh	Ecoli WT expand	FAK inh	CD11b adhes inh
CCOc1ccccc1C1CC(=O)NC(SCC)=C1C#N (stereo unspecified)	1.2	0	-6	1.2	94	-4	9	-2	8
CCCN(CCC)S(=O)(=O)c1ccc(C(=O)N2CCCc3ccccc32)cc1	1	0	-4	1.6	110	-2	-10	0	-8
CCOCCCNS(=O)(=O)c1ccc2c(c1)OCCO2	1.4	-6	-5	1.1	118[fluorescence artefact?]	0	1	3	1
CCCOc1ccc(C(=O)N2CCN(c3ccc(N)cc3Cl)CC2)cc1	1.2	-21[fluorescence artefact?]	1	1.1	121	1	1	3	-4
CCCn1c(SCc2ccccc2)nc2c1c(=O)[nH]c(=O)n2C	1.1	1	3[fluorescence artefact?]	1.1	92	-5	-16	.	4
O=C(O)c1cc2cc(Cl)cc(Cl)c2oc1=O	1.1	-8	-6	1.2	86	-2	3	5	17
COc1ccc(NC(=O)COC(=O)CCCc2c[nH]c3ccccc23)cc1	1.2	-9	-12	1.5	109	-7	0	-1	15
CC(=O)Nc1ccc(S(=O)(=O)Nc2ccc(NC(=O)c3ccco3)cc2)cc1	1.1	-2	-10	1	126	-3	9	3	34
Cc1cc(C)c2c(n1)nn1c(N3CCOCC3)cc(C)nc21	1.2	11	22[fluorescence artefact?]	.	84	.	.	3	.
CCN(CC)c1ncnc2c1ncn2Cc1c(Cl)cccc1Cl	1.1	-11	-10	.	84	.	.	-1	.
CN1CCN(S(=O)(=O)c2cccc(S(=O)(=O)c3ccc(Cl)c(Cl)c3)c2)CC1	1.2	-3	-4	.	103	.	-2	-2	.
CCN(CC)CCCNC(=O)CC1Oc2ccc(C)cc2NC1=O (stereo unspecified)	1	-1	-10	0.9	143[fluorescence artefact?]	-3	8	-2	-18
CCCCN(C)C(=O)c1coc(=O)c2ccccc12	1.1	-3	2[fluorescence artefact?]	1.1	120	5	1	1	-1
O=C(CSc1ccc2nnc(-c3cccc(F)c3)n2n1)NCC1CCCO1 (stereo unspecified)	1.2	-23	-19	1.1	87	-2	3	1	-4
Cc1ccc(C(=O)COC(=O)CNS(=O)(=O)c2ccccc2)cc1[N+](=O)[O-]	.	.	.	1.1	.	-5	9	-2	10
O=C1CC(c2cc(Br)ccc2F)c2cc3c(cc2N1)CCC3 (stereo unspecified)	.	.	.	1	.	0	-7	6	13
COc1cc2c(C(=O)N3CCCc4ccccc43)cn(C)c(=O)c2cc1OC	1.2	-7	-8	1.6	118[fluorescence artefact?]	-6	-6	.	-11
c1ccc(OCc2nnc3sc(C4COc5ccccc5O4)nn23)cc1 (stereo unspecified)	1.1	58*	60*	1.1	106[fluorescence artefact?]	16	-2	1	-6
O=C1c2cccnc2C(=O)N1c1cccc(-c2nc3ccccc3o2)c1	0.9	53*[fluorescence artefact?]	33	0.9	59[fluorescence artefact?]	1	6	6	11
NC(=O)CSc1nc2sc3c(c2c2ncnn12)CCCC3	1	8	13	0.9	85	-3	3	0	-1
CCCCOC(=O)C1=C(C)NC2=C(C(=O)CCC2)C1c1cc(OC)ccc1OC (stereo unspecified)	1	1	-9	1.4	113	2	2	-2	7
CC1CCCCC1NC(=O)c1ccc2c(c1)[nH]c(=O)n2C1CCCC1 (stereo unspecified)	1.1	-18	-25[fluorescence artefact?]	1.8	108	1	-9	-2	3
O=C1c2oc3ccc(F)cc3c(=O)c2C(c2ccccc2)N1CC1CCCO1 (stereo unspecified)	1	22	-6	1	121	4	-9	-1	29
Cc1cccnc1NC(=O)Cn1nc(C)c([N+](=O)[O-])c1C	.	.	.	0.9	.	0	-4	2	1

# Other entries.
SMILES	MT1-MMP txn act	ERa SRC1 inh	ERb coact inh	PLAP activator	ERa coact pot	CD11b adhes enh	Ecoli WT expand	FAK inh	CD11b adhes inh
Cc1cc(N2CCN(C(c3ccccc3)c3ccccc3)CC2)n2ncnc2n1	1.3	-6	-5	1.4	84	2	1	3	0
O=C(Nc1c2c(nn1-c1ccc(F)cc1)CSC2)c1ccc(S(=O)(=O)N2CCOCC2)cc1	1.2	15	16[fluorescence artefact?]	1.3	145	1	-1	1	-41
CC(=O)N1CCN=C1SCc1ccccc1Cl	1	-2	-3	1.1	121	-5	-2	3	3
Cc1c(C(=O)NCC(C)C)sc2nc(-c3ccc(F)cc3)cn12	1.2	4	3[fluorescence artefact?]	1	109	-2	-14	.	-8
COc1ccc(C(=O)CSc2nnc(CNc3ccc(C)cc3C)o2)cc1	1.2	-23	-14	0.8	120	5	-5	-2	1
O=C(CCC1CCCCC1)Nc1ccccc1-c1ccccc1	.	.	.	1	.	3	2	-3	1
CCC(=O)N1CCc2cc(S(=O)(=O)CCC(=O)Nc3nc(C)cs3)ccc21	1.2	4[fluorescence artefact?]	0	.	91[fluorescence artefact?]	.	4	-4	.
Cn1c(=O)c2cc(S(=O)(=O)NC(C(=O)NCc3cccnc3)c3ccccc3)ccc2n(C)c1=O (stereo unspecified)	1.1	1	-12	1	105	2	-5	-9	2
CCCCCCCCSc1nnc(CSc2nc3nc(C)cc(C)n3n2)o1	.	.	.	1	.	3	5	2	-15
COc1ccc(NC(=O)C2CCN(S(C)(=O)=O)CC2)cc1Cl	1.2	-4	-6[fluorescence artefact?]	0.9	93	-8	4	-1	-2
CC/C(=C\C(=O)c1ccncc1)Nc1ccc(O)cc1	1.3	-1	8	0.9	74[fluorescence artefact?]	0	3	2	10
O=C(c1cccc2cccc(O)c12)N1CCCCC1	1	19	23[fluorescence artefact?]	0.9	96	-2	1	-1	4
COC(=O)[C@@H](NC(=O)Nc1ccc(OC(F)(F)F)cc1)C(C)C	1.2	-1[fluorescence artefact?]	-7	1	141[fluorescence artefact?]	-1	1	0	-9
O=C(CCN1CCCC1)Nc1ccccc1	1.1	-18	-16	0.9	108[fluorescence artefact?]	-3	6	-2	-1
CCC/C(O)=C1\C(=O)CCCC1=NC(C)C(=O)O (stereo unspecified)	1.1	-42	-26	1	118	0	4	-2	-5
COc1ccc(NC(=S)NC(NC(=O)c2ccc(Cl)cc2Cl)C(Cl)(Cl)Cl)c([N+](=O)[O-])c1 (stereo unspecified)	1.1	-1	-2	1	108	-3	-11	8	83*
O=C(NCC(=O)N(c1cccnc1)C(C(=O)NC1CCCCC1)c1cccnc1)c1ccco1 (stereo unspecified)	1.1	2[fluorescence artefact?]	-7	1.3	95	-7	1	1	-23
CCN(CC)c1ccc(/C=N/NC(=O)OC)c(O)c1	.	.	.	1.9	.	-2	0	0	-2

# From PubChem BioAssay
